RPL19A TOR yeast – RPL19A-GFP expression modulators in yeast, primary screen, cell-based, S. cerevisiae, multiplex flow cytometry, MLPCN; S. cerevisiae RPL19A-GFP strain, 3 h; hits give low values; AID 2025, 2009; percent response vs DMSO, % at 10 µM; 0.3% of 330,000 active;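 active = percent response vs DMSO below 50%; inconclusive = fewer than 70 events counted for the yeast strain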;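 also: median channel GFP fluorescence of the barcoded RPL19A-GFP strain; ratio of sample median GFP to plate DMSO average so 100% = DMSO; lower means less RPL19A-GFP as with rapamycin TOR inhibition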
CR mimetic SO – reduction of superoxide in aged yeast, primary screen, HTS. S. cerevisiae aged cells, superoxide DHE fluorescence; hits give low values. AID 2690, 2010. superoxide response (% of plate mean), % at 10 µM. 0.18% of 330,000 active;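 active = superoxide response under a set limit, about three screen SD below normal, cut at about 65% in these data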;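 also: yeast aged for seven days with compound at 30 °C before DHE staining; 100% = average MFI of all compound-treated wells on the plate with controls excluded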
CIT2-GFP yeast – modulators of CIT2-GFP expression in yeast, primary screen, S. cerevisiae, GFP fusion, multiplex flow cytometry, MLPCN library; S. cerevisiae CIT2-GFP strain, 3 h; 100 means same as DMSO wells; 0.065% of 320,000 active; GFP response vs DMSO, % at 10 µM;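 active = GFP response relative to DMSO above a set limit, near the screen mean plus 3 SD, cut at about 150% in these data; inconclusive = Fewer than 70 cells measured for a yeast strain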;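 also: ratio of well median GFP fluorescence to mean of DMSO wells on the plate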
AHR activator – AHR activators, primary screen, cell-based, luminescence, luciferase reporter, human | Aryl hydrocarbon receptor (Homo sapiens), P35869 | AHR-responsive luciferase reporter cells | activation, % at 5 µM | 2.5% of 320,000 active; in the data active = activation above about 47%;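 also: 0% = vehicle wells and 100% = reference agonist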
Target sequence (P35869 whole entry, looked up): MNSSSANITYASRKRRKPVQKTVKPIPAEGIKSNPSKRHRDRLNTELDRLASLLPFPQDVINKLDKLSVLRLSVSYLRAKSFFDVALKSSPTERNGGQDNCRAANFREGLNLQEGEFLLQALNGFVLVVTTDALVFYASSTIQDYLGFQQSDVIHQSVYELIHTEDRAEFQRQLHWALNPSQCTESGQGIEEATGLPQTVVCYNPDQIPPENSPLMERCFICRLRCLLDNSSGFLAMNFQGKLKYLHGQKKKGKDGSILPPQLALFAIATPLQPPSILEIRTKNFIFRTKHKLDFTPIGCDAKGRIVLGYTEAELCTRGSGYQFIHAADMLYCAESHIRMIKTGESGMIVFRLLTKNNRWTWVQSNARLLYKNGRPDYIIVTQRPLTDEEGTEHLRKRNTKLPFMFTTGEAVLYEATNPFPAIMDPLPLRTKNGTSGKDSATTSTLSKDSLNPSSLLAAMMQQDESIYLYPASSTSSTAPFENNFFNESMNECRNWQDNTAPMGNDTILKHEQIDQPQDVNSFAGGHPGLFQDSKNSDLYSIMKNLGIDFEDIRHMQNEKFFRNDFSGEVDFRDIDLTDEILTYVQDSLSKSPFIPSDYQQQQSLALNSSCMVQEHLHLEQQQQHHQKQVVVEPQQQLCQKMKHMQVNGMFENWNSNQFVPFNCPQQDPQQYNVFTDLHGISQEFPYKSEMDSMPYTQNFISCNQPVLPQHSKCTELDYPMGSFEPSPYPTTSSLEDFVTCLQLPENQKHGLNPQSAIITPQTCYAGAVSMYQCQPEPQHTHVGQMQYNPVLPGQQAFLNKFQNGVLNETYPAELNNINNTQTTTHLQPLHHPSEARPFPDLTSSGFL
AGP1 TOR yeast – modulators of AGP1-GFP expression in yeast TOR pathway, primary screen, cell-based, multiplex flow cytometry, S. cerevisiae, MLPCN library; 3 h; GFP as percent of DMSO wells; GFP response vs DMSO, % at 10 µM; 0.02% of 320,000 active;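 active = GFP response relative to DMSO above a set limit, near screen average plus 3 SD, cut at about 150% in these data; inconclusive = fewer than 70 cells counted for the yeast strain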;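 also: median GFP channel fluorescence of the gated AGP1 strain per well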
LAP4-GFP MLPCN – modulators of LAP4-GFP expression in yeast, primary screen, S. cerevisiae, multiplex flow cytometry, MLPCN library; 3 h; median GFP as percent of DMSO wells; GFP response vs DMSO, % at 10 µM; 0.34% of 320,000 active; AID 2023, 2009;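 active = GFP response vs DMSO above a set limit, about the screen mean plus 3 SD, cut at about 150% in these data; inconclusive = under 70 cell events counted for the yeast strain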
MEP2 TOR yeast – modulators of MEP2-GFP levels in yeast, primary screen, S. cerevisiae, multiplex flow cytometry, MLPCN library. S. cerevisiae MEP2-GFP strain, 3 h; 100% = DMSO control level. GFP response vs DMSO, % at 10 µM. 0.51% of 330,000 active;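 active = GFP response versus DMSO above a set limit, roughly screen mean plus 3 SD, cut at about 180% in these data; inconclusive = fewer than 70 cells counted for a yeast strain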;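 also: median GFP fluorescence of the barcode-gated MEP2-GFP cells per well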
Efflux pump inh – inhibitors of Candida efflux pumps in yeast, primary screen, S. cerevisiae, Nile Red, multiplex; AID 485275, 2010; inhibition, % at 10 µM; S. cerevisiae Candida pump triplex; 0.44% of 330,000 active;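 active = plate passing quality check with inhibition over a set limit, or well fluorescence over plate mean plus 4 SD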;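 also: Nile Red retained in pooled yeast measured as flow cytometry median fluorescence; 0% = buffer negative control and 100% = Enniatin B positive control; higher means more Nile Red kept so more efflux inhibition; some compounds called inactive have numbers as strong as hits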
Numbers without * were called inactive; ? = inconclusive; nt = not tested or not shown; [ ] = dose if it differs, or a comment.

Sequence of screens: RPL19A TOR yeast	CR mimetic SO	CIT2-GFP yeast	AHR activator	AGP1 TOR yeast	LAP4-GFP MLPCN	MEP2 TOR yeast	Efflux pump inh
CC1CN(c2cc3nccnc3cc2F)CC(C)O1 (configuration not stated)
→ 106	99	108	-2	111	107	113	-0.1
Cc1ccccc1NC(=O)CSc1n[nH]c(-c2ccco2)n1
→ 96	93	95	3	92	86	93	-0.2
Cc1ccc(NS(=O)(=O)c2cccc(C(=O)NCC3CCCO3)c2)cc1 (configuration not stated)
→ 96	85	104	7	109	100	99	0.0
C[C@@H](CN1CCC[C@H]1CN1C(N)=NC[C@@H]1Cc1ccccc1)N1C[C@@H](Cc2ccccc2)N(CCCC2CCCC2)C1=N
→ 93	141	96	-1	100	97	97	0.2
CCC(C(=O)Oc1c(C(C)C)cccc1C(C)C)c1ccccc1 (configuration not stated)
→ 98	82	101	-3	71	79	91	0.0
CN(CC(=O)Nc1ccc(F)cc1)CC(=O)N(C)C1(C#N)CCCCC1
→ 98	93	90	-1	94	99	98	0.0
COC(=O)C1(CC2CC(c3cccc(Br)c3)=NO2)CCN(C(=O)OC(C)(C)C)CC1 (configuration not stated)
→ 97	103	88	-3	84	121	86	0.0
O=C(Cc1cccc(C(F)(F)F)c1)Nc1ccc(S(=O)(=O)N2CCCC2)cc1
→ 95	96	95	2	105	101	95	0.1
COc1ccc(NC(=O)CN2CCC(NC(=O)c3ccc(OC)cc3)CC2)cc1
→ 97	108	112	-1	98	93	114	0.0
Cc1cccc(N2CCN(S(=O)(=O)c3ccc4c(c3)CC(C)N4C(=O)C3CC3)CC2)c1C (configuration not stated)
→ 93	96	93	0	94	90	99	0.3
CCOc1ccc(Cl)cc1S(=O)(=O)N1CCC(C(=O)N2CCCC2)CC1
→ 102	97	102	3	99	95	100	0.0
COc1cc(C)c(NC(=O)C(=S)NCc2ccccc2)cc1C
→ 102	97	105	-2	104	107	106	-0.1
Cc1cc(C)nc(Sc2ccc([N+](=O)[O-])cc2[N+](=O)[O-])n1
→ 98	114	95	3	87	91	102	-0.2
COC(=O)COc1ccc(S(=O)(=O)NCc2ccncc2)cc1
→ 99	98	107	-1	102	99	103	-0.1
CCOC(=O)N1CCN(Cc2nc(-c3cccc(C)c3)no2)CC1
→ 97	64*	94	0	94	107	96	-0.1
O=C1c2ccccc2C(=O)N1CC1=NCCc2ccccc21
→ 104	102	99	14	98	93	100	-0.2
Cc1ccnc(NC(=O)CCC(=O)N(CC(=O)NCc2ccc(F)cc2)CC2CCCO2)c1 (configuration not stated)
→ 100	111	104	1	104	103	102	0.1
O=C(CCc1c[nH]c2ccccc12)NCCOc1ccccc1
→ 101	94	100	3	98	98	107	-0.1
CN(C)C(=C(C#N)C#N)N1CCN(c2ccc(Cl)c(Cl)c2)CC1
→ 101	122	88	62*	99	101	106	0.1
O=S(=O)(/N=C/c1ccccc1O)c1cccs1
→ 106	90	104	1	104	101	107	-0.2

Sequence of screens: RPL19A TOR yeast	CR mimetic SO	CIT2-GFP yeast	AHR activator	AGP1 TOR yeast	LAP4-GFP MLPCN	MEP2 TOR yeast	Efflux pump inh
COCCCNC(=O)c1cc(C)nc2ccc(F)cc12
→ 97	105	95	4	94	96	100	0.0
COc1ccc2c(CCNC(=O)CN3C(=O)c4ccccc4C3=O)c[nH]c2c1
→ 99	101	99	2	96	99	107	-0.1
Cn1nc(C(=O)OCC(=O)NCc2ccc(Cl)cc2)c2ccccc2c1=O
→ 95	97	94	0	95	94	94	-0.4
Cc1cccc(N2CC(C(=O)Nc3nc4ccc(S(C)(=O)=O)cc4s3)CC2=O)c1C (configuration not stated)
→ 106	113	102	-4	102	103	103	-0.1
CSc1ncccc1C(=O)OCC(=O)C(C)(C)C
→ 124	93	113	2	90	100	105	0.1
CCn1c(CSc2nc3ccccc3s2)n[nH]c1=S
→ 101	85	107	17	96	101	98	-0.3
C(=C\c1ccccc1)/CSc1nnc(-c2cccnc2)n1Cc1ccco1
→ 106	106	108	1	110	108	107	0.0
CCOC(=O)C1C(=O)CC(C)(O)C(C(=O)OCC)C1c1ccc(SC)cc1 (configuration not stated)
→ 111	104	108	2	113	106	107	0.0
CCOC(=O)Cc1cc(=O)n2[nH]c(-c3ccc(Cl)cc3)cc2n1
→ 99	103	106	40	100	95	98	-0.1
O=C(O)C1CCCN1S(=O)(=O)c1ccc(F)cc1 (configuration not stated)
→ 88	104	100	2	99	103	98	-0.1
CCCCCCN(CCCCCC)C(=O)Cc1c(-c2ccc(F)cc2)[nH]c2ccccc12
→ 98	112	81	-2	85	100	95	0.2
CCOC(=O)N1CCN(C(=O)CCCCn2c(=S)[nH]c3ccsc3c2=O)CC1
→ 97	110	102	1	101	114	146	0.1
O=C(COC(=O)CCc1ccc(S(=O)(=O)N2CCOCC2)cc1)Nc1ccccc1[N+](=O)[O-]
→ 99	105	99	23	102	92	103	0.3
COc1ccc(NC(=O)CCc2c(C)nc3nc(CNC(=O)c4cccc(F)c4)nn3c2C)cc1OC
→ 101	103	108	3	104	97	102	0.0
CCn1cc(C(=O)NCCCOC(C)C)c2cc(OC)c(OC)cc2c1=O
→ 97	107	103	4	100	98	107	-0.1
Cc1cc(OCCn2cncn2)ccc1[N+](=O)[O-]
→ 101	108	98	-1	98	94	102	0.0
O=C(CCCCCNC(=O)c1ccccc1)N/N=C/c1ccc(F)cc1
→ 103	100	101	0	99	94	100	0.1
NC(=O)CC(NC(=O)Cc1ccc(Cl)cc1)c1ccc(NCC2CC2)c([N+](=O)[O-])c1 (configuration not stated)
→ 97	98	78	3	86	104	95	-0.1
Cn1c2ccccc2c(=O)c2c(=O)n(Cc3ccccc3)c(-c3ccc(F)cc3)nc21
→ 103	104	106	-1	108	112	102	-0.1
COc1ccc2nc(SCC(=O)N(C)C3CCCCC3)c(C#N)cc2c1
→ 99	99	104	5	98	98	96	0.0

Sequence of screens: RPL19A TOR yeast	CR mimetic SO	CIT2-GFP yeast	AHR activator	AGP1 TOR yeast	LAP4-GFP MLPCN	MEP2 TOR yeast	Efflux pump inh
COCCN(Cc1ccccc1)C(=O)C1CCN(S(=O)(=O)c2ccc3c(c2)OCCO3)CC1
→ 101	79	101	-1	107	100	104	-0.1
COc1ccccc1Oc1cc(C#N)c(C#N)cc1-n1nnc2ccccc21
→ 98	121	101	6	96	103	103	0.5
CCN(CC)C(=O)C1CCN(Cc2ccc(Br)cc2)CC1
→ 100	92	114	-1	86	102	101	-0.1
CC(C)N(Cc1ccccc1)C(=O)COC(=O)C1CCN(S(=O)(=O)c2ccc3c(c2)OCCO3)CC1
→ 95	105	99	3	100	97	105	-0.1
COCCCNCCOCCSc1ccc(Cl)cc1
→ 105	99	107	-1	115	104	103	0.0
CC1CCN(C(=O)COC(=O)Cn2cnc3ccccc32)CC1
→ 98	101	102	10	100	93	104	0.2
COc1ccc(OCCSc2nnc(-c3ccoc3C)n2C)cc1
→ 101	101	102	-3	101	97	99	-0.2
CCC(=O)Nc1nnc(SCCOC)s1
→ 96	104	87	8	97	nt	121	0.0
O=C(CSc1oc(-c2ccccc2)nc1S(=O)(=O)c1ccccc1)NCC1CCCO1 (configuration not stated)
→ 100	116	97	17	93	91	99	0.1
CC1CN(c2cc(-c3ccccc3)c3ccccc3n2)CC(C)O1 (configuration not stated)
→ 98	88	96	7	98	98	96	-0.1
COc1ccc(/C=C/C(=O)N2CCNC(=O)C2)c(OC)c1
→ 96	107	87	6	96	103	89	0.1
COc1ccccc1OCC(=O)Nc1ccc2c(c1)n(C)c(=O)n2C
→ 97	92	103	4	99	96	105	-0.2
CCOc1ncccc1C(=O)OCc1ccc([N+](=O)[O-])cc1
→ 93	97	94	-2	101	104	101	-0.1
COc1ccc2oc(=Nc3cc(F)ccc3F)c(C(N)=O)cc2c1
→ 103	132	112	14	99	110	113	0.1
O=C(COC(=O)c1ccc(O)cc1O)NC(=O)NCc1ccccc1
→ 100	89	132	-1	101	100	98	0.0
COc1ccc(CCN2C(=O)c3[nH]nc(-c4ccccc4O)c3C2c2cccc(Cl)c2)cc1 (configuration not stated)
→ 105	116	98	9	105	104	105	0.2
Cc1ccc(C(=O)OCC(=O)Nc2nc(-c3ccccc3)cs2)cc1NC(=O)c1ccco1
→ 84	108	90	4	87	92	91	0.1
Cc1ccc(-n2cccn2)c(CN2CCCC(C(=O)c3sccc3C)C2)c1 (configuration not stated)
→ 100	103	99	3	105	103	100	-0.1
O=C(COc1ccccc1)N=C1SC2CS(=O)(=O)CC2N1c1ccccc1 (configuration not stated)
→ 93	129	97	0	91	86	98	-0.3
O=C(COC(=O)/C=C/c1cccc(F)c1)NNC(=O)c1ccccc1
→ 94	106	94	-1	97	94	94	0.0

Sequence of screens: RPL19A TOR yeast	CR mimetic SO	CIT2-GFP yeast	AHR activator	AGP1 TOR yeast	LAP4-GFP MLPCN	MEP2 TOR yeast	Efflux pump inh
Cc1[nH]c2ccccc2c1-c1nc2ccccc2[nH]1
→ 101	87	102	17	102	102	100	-0.2
Cc1ccnc(NC(=O)c2cccc(S(=O)(=O)N3CCN(c4ccc(F)cc4)CC3)c2)c1
→ 92	95	91	6	104	98	94	0.0
COc1ccccc1NC(=S)NCCc1ccc(Cl)cc1
→ 94	110	83	4	89	nt	93	0.4
O=C1c2cccc(O)c2C(=O)c2c(O)cccc21
→ 91	126	81	-7	86	103	83	0.1
CC(=O)Nc1ccc(C(=O)OCc2ccc(Cl)cc2)cc1
→ 100	90	96	-1	89	89	101	0.0
CCCn1c(=O)c2ccccc2n2c(SC(C)C(N)=O)nnc12 (configuration not stated)
→ 33*[may fluoresce violet]	95	?	-1	?	59[may fluoresce violet]	198*[may fluoresce violet]	0.4
O=C(c1ccco1)N1CCN(CC(O)Cn2c3ccccc3c3ccccc32)CC1 (configuration not stated)
→ 100	101	91	22	98	99	93	0.7
COc1cc(-c2nnc(NC(=O)CS(=O)(=O)c3ccc(F)cc3)o2)cc(OC)c1OC
→ 98	103	101	-2	109	116	98	0.0
CCc1ccc(CN(C)CC(O)COc2cccc3ccccc23)cc1 (configuration not stated)
→ 105	88	103	1	103	94	103	-0.4
Cc1ccc2c3c([nH]c2c1)C(=O)CC(C)(C)S3
→ 99	99	99	-2	97	100	100	0.0
Clc1ccc2c(c1)C(N1CCNCC1)Cc1ccccc1S2 (configuration not stated)
→ 99	115	95	-1	99	99	98	0.4
O=C(Nc1ccc(Oc2ccsc2C(=O)O)cc1)c1ccccc1F
→ 101	100	111	0	102	97	95	-0.1
CCN(CC)C(=O)CS(=O)CC(=O)Nc1cc(OCCOC)c(Cl)cc1Cl (configuration not stated)
→ 94	106	89	3	90	97	97	0.1
O=C(CCN1C(=O)C2C3C=CC(C3)C2C1=O)Nc1ccc(F)cc1 (configuration not stated)
→ 100	100	91	6	100	100	101	-0.1
Cc1ccc(C(=O)NS(=O)(=O)c2ccc(C)cc2)cc1
→ 95	119	94	1	98	98	93	-0.1
COc1cc(C(=O)Nc2nnc(C3=COCCO3)o2)cc(OC)c1OC
→ 104	106	94	-1	85	91	97	-0.1
COc1ccc2c(c1)O[C@H](c1ccc3c(c1)OCO3)[C@@H](OC(=O)N[C@H]1CCCc3ccccc31)C2=O
→ 95	106	83	27	82	121	86	0.1
Fc1cc2nccnc2cc1N1CCSCC1
→ 96	101	108	1	102	101	101	0.0
O=S(=O)(Nc1nc2ccc(S(=O)(=O)N3CCCC3)cc2s1)c1ccc(F)cc1
→ 95	110	99	11	102	104	101	-0.1
Cc1cc(S(=O)(=O)Nc2cccnc2)c(C)s1
→ 89	91	87	3	94	98	94	0.0

Screening data (PubChem BioAssay)
